MrgX1 PAM = human MrgX1 positive allosteric modulation, primary screen. AID 588675. B-score at 10 µM. actives 0.63% (n = 310,000). Q96LB2. MrgX1-HEK293, Fluo-4 calcium flux, FDSS; hits give high values;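 active = plate-corrected calcium response at least 3 library SD above typical, normal starting fluorescence, not activating the receptor alone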;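 also: compound read alongside a low EC10 to EC30 dose of BAM8-22 agonist; peak minus trough fluorescence over baseline measured at the second addition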
MrgX1 ag = human MrgX1 receptor agonism, primary screen; Q96LB2; MrgX1-HEK293 cells, Fluo-4 calcium fluorescence, agonist mode; hits give high values; B-score at 10 µM; actives 0.44% (n = 310,000);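 active = calcium response B-score plate-corrected fluorescence ratio at least 3 library SD, with starting fluorescence B-score inside 5 SD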
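Test system: Stable human MrgX1 HEK293 cell line | Schedule: Overnight plating before 1 h dye loading | Read-out basis: Baseline-normalised fluorescence change ratio, B-scored | Detection: Kinetic calcium dye fluorescence, Fluo-4 NW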
HIF act = HIF pathway transcriptional activation | U2OS HRE-luciferase reporter, luminescence; normalized: DMSO 0%, desferrioxamine 100% | activation, % at 7.5 µM (by protocol) | actives 0.32% (n = 300,000) | AID 1910;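 active = mean activation of at least 10% of the iron chelator positive control signal, with at least half of replicates also reaching 10%; inconclusive = mean and replicate majority disagree about reaching 10%; inactive = mean and most replicates under 10%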
TRPC4 block = inhibitors of mouse TRPC4 channel | actives 0.39% (n = 300,000) | HEK293 TRPC4beta/mu-opioid, DAMGO-evoked Fluo4 calcium flux; hits give low values | B-score at 10 µM | Q9QUQ5;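 active = B-score over 3 SD under the library average, no early fluorescence shift, positive overall ratio signal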
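Assay system: HEK293 cells with stable TRPC4beta plus mu-opioid receptor expression. Dosing: single dose. Measured by: Fluo4 Ca2+ flux fluorescence. Also added: DAMGO in two steps, submaximal then maximal. Read-out: B score from integrated Fluo4 fluorescence ratio.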
TRPC6 inh = inhibitors of mouse TRPC6 channel; B-score at 10 µM; HEK293-TRPC6, membrane potential dye, ACh-evoked depolarization; hits give low values; actives 1.1% (n = 310,000); Q61143;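 active = B-score under library mean minus 3 SD, initial fluorescence not abnormally high, positive integrated signal ratio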;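 also: B-score derived from integrated fluorescence ratio over the kinetic read; more negative B-score means stronger inhibition of depolarization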
Target sequence (Q61143 whole entry, looked up): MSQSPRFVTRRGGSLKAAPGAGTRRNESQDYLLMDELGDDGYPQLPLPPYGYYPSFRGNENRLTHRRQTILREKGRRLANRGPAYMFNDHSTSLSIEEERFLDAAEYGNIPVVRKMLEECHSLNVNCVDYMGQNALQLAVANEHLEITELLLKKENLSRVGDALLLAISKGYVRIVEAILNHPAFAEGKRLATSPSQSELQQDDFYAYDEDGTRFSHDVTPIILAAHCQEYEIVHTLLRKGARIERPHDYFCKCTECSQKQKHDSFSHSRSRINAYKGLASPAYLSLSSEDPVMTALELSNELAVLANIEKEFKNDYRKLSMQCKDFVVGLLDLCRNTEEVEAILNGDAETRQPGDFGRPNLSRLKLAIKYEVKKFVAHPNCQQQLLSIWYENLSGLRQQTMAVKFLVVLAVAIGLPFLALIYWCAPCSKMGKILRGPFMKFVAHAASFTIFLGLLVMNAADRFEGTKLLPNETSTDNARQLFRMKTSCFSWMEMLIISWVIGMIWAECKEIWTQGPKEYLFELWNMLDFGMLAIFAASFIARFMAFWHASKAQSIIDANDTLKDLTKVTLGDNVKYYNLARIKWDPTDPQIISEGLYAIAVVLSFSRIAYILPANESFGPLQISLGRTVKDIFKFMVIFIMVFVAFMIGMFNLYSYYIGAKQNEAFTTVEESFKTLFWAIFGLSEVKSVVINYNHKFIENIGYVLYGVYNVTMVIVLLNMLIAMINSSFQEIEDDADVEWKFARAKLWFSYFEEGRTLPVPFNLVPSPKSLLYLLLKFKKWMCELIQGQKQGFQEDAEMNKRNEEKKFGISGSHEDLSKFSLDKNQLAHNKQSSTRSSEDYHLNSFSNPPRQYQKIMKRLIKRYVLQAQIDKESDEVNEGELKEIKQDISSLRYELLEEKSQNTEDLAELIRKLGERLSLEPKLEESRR
TRPC6 act = activators of mouse TRPC6 channel; HEK293-TRPC6 membrane potential dye fluorescence; hits give high values; B-score at 10 µM; actives 0.13% (n = 310,000); AID 2550;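 active = B-score of the integrated fluorescence ratio above library mean plus 3 SD, and starting fluorescence ratio within library mean plus 5 SD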;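 also: higher score means more depolarization so channel activation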
MrgX1 antag = antagonists of human MrgX1 receptor; Q96LB2; MRGX1-HEK293 calcium flux, Fluo-4, BAM8-22 antagonism; hits give low values; B-score at 10 µM; actives 1.3% (n = 310,000); AID 588676;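 active = calcium-response B-score plate-corrected more than 3 library SD below zero, starting fluorescence within 5 deviations, no agonist response on first addition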;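 also: peak minus trough fluorescence over baseline after final BAM8-22 challenge near maximal dose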
SKKanGAS inh = blocks kanamycin growth of S. pyogenes SKKanGAS strain. actives 1.3% (n = 300,000). inhibition, % at 7.5 µM. BacTiter-Glo, 6 h;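 active = mean replicate score, as percent of positive control median, at least 50; inconclusive = mean below 50 but one replicate at or above 50; inactive = mean and every replicate below 50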;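 also: strain carries kanamycin resistance gene driven by streptokinase promoter and grows in 40 µg/ml kanamycin; loss of luminescence reflects streptokinase promoter inhibition or plain growth inhibition; 0% = median of DMSO wells and 100% = positive control at its reference dose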
Platelet DG rel = modulates dense granule release in human platelets; inhibition, %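 (compounds screened at 7.5 µM in platelet-rich plasma)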; human platelet-rich plasma, SFLLRN dense granule ATP release, luminescence; AID 1663; actives 0.22% (n = 300,000);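 active = mean replicate score, as percent of positive control, at or above 50; inconclusive = mean below 50 but at least one replicate at or above 50; inactive = mean and every replicate below 50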
RGS4 pot = potentiators or activators of RGS4; HEK293 M3R/inducible RGS4, carbachol calcium flux Fluo4; hits give low values; B-score at 10 µM; actives 0.92% (n = 310,000);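 active = B-score of the integrated calcium signal more than 4 SD below the library mean, with starting fluorescence not abnormally high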;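 also: negative B-score means reduced calcium response which marks RGS4 activation or potentiation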
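Assay system: Inducible-RGS4 HEK293 cells carrying M3 receptor | Schedule: Compound preincubation 20 min at room temperature before agonist | Signal: Kinetic calcium fluorescence imaging with Fluo4-AM dye, 2 µM | Read-out basis: B score from integrated fluorescence ratio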
RGS4 inh = human RGS4 inhibition; P49798; HEK293 M3R/RGS4 inducible, Fluo-4 calcium flux; hits give high values; triggered by carbachol at its EC20; B-score at 10 µM; actives 0.45% (n = 310,000); AID 463165;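 active = B-score, a plate-corrected calcium signal, over three deviations above library mean, with baseline fluorescence within five deviations of library mean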;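 also: RGS4 expression induced by doxycycline in cells with stable M3 receptor; B-score is computed from the integrated fluorescence ratio over baseline after carbachol; higher B-score means a larger calcium signal and so more RGS4 inhibition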
Target sequence (P49798 whole entry, looked up): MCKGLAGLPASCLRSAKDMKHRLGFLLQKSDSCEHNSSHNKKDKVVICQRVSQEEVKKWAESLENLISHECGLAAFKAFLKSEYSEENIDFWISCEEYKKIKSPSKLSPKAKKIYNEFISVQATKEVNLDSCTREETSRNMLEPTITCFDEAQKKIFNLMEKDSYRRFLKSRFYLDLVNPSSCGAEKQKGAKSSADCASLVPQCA
* = called active by the depositor; i = inactive; u = inconclusive; x = not tested or not shown.

SMILES	MrgX1 PAM	MrgX1 ag	HIF act	TRPC4 block	TRPC6 inh	TRPC6 act	MrgX1 antag	SKKanGAS inh	Platelet DG rel	RGS4 pot	RGS4 inh
CCCCn1c(NC(=O)c2ccccc2Cl)c(C#N)c2nc3ccccc3nc21	i	26.5*	2.0	i	i	i	i	39.4	11.0	i	i
Brc1ccc(-n2cccc2/C=N/n2cnnc2)cc1	i	i	0.2	i	i	i	i	-9.4	-8.3	i	i
O=C(Nc1ccc(S(=O)(=O)Nc2cnc3ccccc3n2)cc1)c1cccc(OC(F)F)c1	i	i	-0.6	i	i	i	i	17.3	-7.3	i	i
CC(=O)c1ccc(Oc2ncnc3sccc23)c(CN2CCOCC2)c1	i	i	-0.8	i	i	i	i	-9.2	4.2	i	i
O=C(Oc1cccccc1=O)c1ccccc1	i	i	-0.6	i	i	i	i	-6.4	-7.5	i	i
O=C(C1CCC(=O)N1Cc1ccccc1Cl)N1CCN(c2cccc(Cl)c2)CC1 (centres undefined)	i	i	0.1	i	i	i	i	-1.7	3.0	i	i
COc1ccc2cc(/C=C3\SC(=S)NC3=O)c(N3CCOCC3)nc2c1	i	i	-0.3	i	i	i	-6.92*	39.7	-3.2	i	i
COc1ccc(/C=C2\C(=N)N3N=C(CC(=O)N4CCCCC4)SC3=NC2=O)cc1	i	38*	0.2	i	i	12.3*	i	-4.6	21.4	i	i
CCCC/C(C)=N/NC(=O)C(=O)NCCc1ccccc1	i	i	0.3	i	i	i	i	0.6	-7.6	i	i
CC(C)(O)C(=O)N/N=C\c1ccc(OC/C=C/c2ccccc2)cc1	i	i	4.3	i	i	i	i	-3.8	9.3	i	i
Cn1c2ccccc2c2nnc(SCC(=O)NC3CCCC3)nc21	i	i	-0.6	i	i	i	i	-2.3	-3.3	i	i
CC1Sc2ccc(S(=O)(=O)CCC(=O)NCc3ccccc3Cl)cc2NC1=O (centres undefined)	i	i	-0.3	i	i	i	i	-1.5	10.2	i	i
Cc1ccc(N(CC(=O)NCc2ccco2)S(=O)(=O)c2ccccc2)cc1	i	i	-1.4	i	i	i	i	-14.4	13.3	i	i
Cc1ccsc1/C=C1\SC(N2CC(C)OC(C)C2)=NC1=O (centres undefined)	i	i	0.2	i	i	i	i	1.8	-1.3	i	i
Cc1cc(N2CCN(c3ccccc3F)CC2)nc2cc(O)ccc12	i	i	-0.2	i	i	i	i	12.2	x	i	i
Cc1cccc(C(=O)NC(CC(=O)O)c2ccc(OC3CCCC3)cc2)c1[N+](=O)[O-] (centres undefined)	i	i	-0.4	i	i	i	i	-16.9	-5.8	i	i
CCC(C)n1c(SCC(=O)NC2CCCC2)nc2ccccc2c1=O (centres undefined)	i	i	-0.8	i	i	i	i	-3.4	-1.1	i	i
CCN(CC(=O)Nc1ccc(N2CCOCC2)cc1)C(=O)c1ccc(C(F)(F)F)cc1	i	i	0.1	i	i	i	i	-15.7	-3.9	i	i
CCC(=O)Nc1ccc(-n2nnnc2SCC(=O)NNC(=O)c2ccco2)cc1	i	i	0.2	i	i	i	i	-6.2	7.2	i	i
COc1ccc(NC(=O)/C(C#N)=C/c2c(C)nn(-c3ccc(F)cc3)c2Cl)cc1OC	i	i	0.0	i	i	i	i	-4.4	2.8	i	i
CC(C)(C)NC(=O)c1cccc(NC(=O)c2ccco2)c1	i	i	0.4	i	i	i	i	-1.2	-6.9	i	i
O=C(NCC1CCCO1)C1CCC(=O)N1CCc1ccccc1 (centres undefined)	i	i	-2.6	i	i	i	i	-1.4	0.0	i	i
Cc1cccc(NC(=S)NCC2CCCO2)c1 (centres undefined)	i	i	0.6	i	i	i	i	0.0	12.8	i	i
Cc1ccccc1-n1c(SCC(=O)Nc2cccc3ccccc23)nc(O)cc1=O	i	i	0.0	i	i	i	i	18.6	6.4	i	i
CC(=O)Nc1cccc(NC(=O)CCCC2CCCCC2)c1	i	i	0.4	i	i	i	i	-27.0	-9.1	i	i
Cc1cccc(Cn2c(=O)c3c(nc4n3CCN4Cc3ccco3)n(C)c2=O)c1	i	i	-0.6	i	i	i	i	1.4	4.3	i	i
C=CCSC(=S)NC1CCS(=O)(=O)C1 (centres undefined)	i	30.8*	-0.6	i	i	i	i	0.7	-3.1	i	i
CCCCCn1c(=NC(=O)c2cccnc2)c(C#N)cc2c(=O)n3cccc(C)c3nc21	i	i	-0.2	i	i	i	i	11.1	4.1	i	i
O=C(Nn1cnnc1)c1ccc([N+](=O)[O-])cc1Cl	i	i	-0.5	i	i	i	i	-5.7	7.9	i	i
Cc1ccc(CNC(=O)c2ccc(Cn3nc(C)cc3C)o2)cc1	i	i	0.5	i	i	i	i	-7.9	3.1	i	i
C/C(=N/NC(=O)CNC(=O)Cc1ccccc1)c1ccco1	i	i	0.2	i	i	i	i	7.1	3.0	i	i
COc1ccc(F)cc1C(=O)C1CCCN(C(=O)CCc2ccccn2)C1 (centres undefined)	i	i	-0.2	i	i	i	i	3.8	-9.7	i	i
COc1ccc(C)cc1S(=O)(=O)N1CCC(C)CC1	i	i	-0.8	i	i	i	i	-3.6	-1.5	i	i
COc1ccc2c(c1)C(c1ccc(C)o1)=NNC(c1cccnc1)=N2	i	i	-0.3	i	i	i	i	13.4	-3.3	i	i
CSc1nc(-c2ccc(C)cc2)[nH]c1S(=O)(=O)c1ccccc1	i	i	-1.1	i	i	i	i	5.8	x	i	i
CC(C)n1nc(C(=O)NNC(=O)c2ccncc2)c2ccccc2c1=O	i	i	-0.1	i	i	i	i	-2.9	-21.6	i	i
CCOc1ccc(NC(C)C(=O)N/N=C/c2cccs2)cc1 (centres undefined)	i	i	0.6	i	i	i	i	-0.1	-0.4	i	i
O=C(NCc1ccccn1)[C@H]1C[C@@H]1[C@H](NP(=O)(c1ccccc1)c1ccccc1)c1ccccc1	i	i	0.6	i	i	i	i	5.5	-0.8	i	i
CS(=O)(=O)c1ccc(-c2cc(Br)sc2-c2ccc(F)cc2)cc1	i	i	-0.1	i	i	i	i	7.7	2.7	i	i
COc1ccc2c(c1)-c1ccccc1S(=O)(=O)N2C	i	i	-0.6	i	i	i	i	-9.5	-0.9	i	i
NC(=O)c1cc2cc([N+](=O)[O-])ccc2oc1=O	i	i	-0.2	i	i	i	i	-3.8	-3.3	i	i
Cc1ccc(-c2nn3c(C)nnc3c3ccccc23)cc1S(=O)(=O)NCCN1CCOCC1	i	i	-1.0	i	i	i	i	-5.0	-4.8	i	i
CCN(CC(=O)Nc1ccc2c(c1)OCCO2)S(=O)(=O)c1ccc(F)cc1	i	i	0.3	i	i	i	i	1.0	-2.0	i	i
CCOC(=O)C1CCCN(C(=O)CCNC(=O)Cn2ccc3ccccc3c2=O)C1 (centres undefined)	i	i	0.0	i	i	i	i	-1.1	24.3	i	i
C=CCN1CCN(C(=O)c2cc3c(s2)CCC(CC)C3)CC1 (centres undefined)	i	i	1.0	i	i	i	i	-2.1	38.1	i	i
COc1nc(-c2ccccc2)c2c(c1C#N)CC(C)(C)OC2	i	i	0.0	i	i	i	i	-2.4	-2.8	i	i
O=C(Cc1ncc(C(F)(F)F)cc1Cl)NCCc1ccccn1	i	i	-0.4	i	i	i	i	-3.2	1.3	i	i
CC(C)CCC(C)NC(=O)C1CCN(S(=O)(=O)/C=C/c2ccccc2)CC1 (centres undefined)	i	i	1.9	i	i	i	i	-3.4	6.5	i	i
O=C(NCCCN1CCCC1=O)c1ccc2c(=O)n(-c3ccc(F)cc3)c(=S)[nH]c2c1	i	i	0.6	i	i	i	i	-0.9	-4.0	i	i
CN1C(=S)SC(N(O)C(=O)Nc2cccc3ccccc23)C1(C)C (centres undefined)	i	i	0.0	x	x	x	i	-0.7	4.6	x	x
CSc1nc2nc(C)c(C/C=C/c3ccccc3)c(=O)n2[nH]1	i	i	0.0	i	i	i	i	11.0	0.2	i	i
O=C(CSc1nnc(NC(=O)C2CC2)s1)Nc1ccc2c(c1)OCCO2	i	i	-0.7	i	i	i	i	3.0	-1.0	i	i
CCc1noc(C)c1C(=O)Nc1cc(S(=O)(=O)N(CC)CC)ccc1N1CCOCC1	i	i	-0.4	i	i	i	i	14.1	19.0	i	i
CC(C)CC(=O)O/N=C1\C(=O)N(Cc2ccc(Cl)cc2)c2ccc([N+](=O)[O-])cc21	i	i	-1.5	i	i	i	i	18.8	-0.8	i	6.38*
Cc1ccc(S(=O)(=O)NCC(C)NS(=O)(=O)c2ccccc2[N+](=O)[O-])cc1 (centres undefined)	i	i	0.2	i	i	i	i	1.5	-0.7	i	i
COc1cc2c(cc1OC)-c1cc(N3CCCCCC3)nc(=O)n1CC2	i	i	x	i	i	i	i	0.1	53.6*	i	i
OC(CNC1CCCC1)COc1ccccc1Br (centres undefined)	i	i	-23.4	i	i	i	i	5.1	1.1	i	i
COc1ccc(/C=C(\NC(=O)c2cccs2)C(=O)NCc2ccco2)cc1OC	i	i	0.3	i	i	i	i	17.9	0.1	i	i
COCCNC(=O)CN(C(=O)CCC(=O)Nc1ccccn1)c1ccc(C)c(C)c1	i	i	-21.6	i	i	i	i	-2.7	1.4	i	i
Cc1ccc(Oc2ncccc2N)c2c1CCC2	i	i	0.6	i	i	i	i	-3.0	-10.5	i	i

Remaining list, next part
SMILES	MrgX1 PAM	MrgX1 ag	HIF act	TRPC4 block	TRPC6 inh	TRPC6 act	MrgX1 antag	SKKanGAS inh	Platelet DG rel	RGS4 pot	RGS4 inh
CCOC(=O)c1c(NC(=O)COC(=O)CNC(=O)c2ccco2)sc(C)c1C	i	i	-0.2	i	i	i	i	5.1	-6.9	i	i
COc1ccc(N2CCN(C(CNC(=O)OCc3ccccc3)c3ccco3)CC2)cc1 (centres undefined)	i	i	-0.1	i	i	i	i	-0.8	-8.6	i	i
CCn1c(C(=O)N2CCc3ccccc3C2)cc2oc3ccccc3c21	i	i	-0.3	i	i	i	i	u	-5.3	i	i
NC(=O)c1cc(S(=O)(=O)N2CCc3ccccc3C2)cs1	i	i	-5.7	i	i	i	i	-4.5	12.9	i	i
Cc1ccc(C(=O)OCC(=O)NC(=O)c2ccc(C(C)(C)C)cc2)c(O)c1	i	i	-0.2	i	i	i	i	-6.7	0.9	i	i
O=C(OCCOc1ccccc1)c1n[nH]c2ccccc12	i	i	1.9	i	i	i	i	-1.2	1.5	i	i
